Screening results as filed in PubChem.
FXIIa inh – inhibitors of human coagulation factor XIIa; 33,000 compounds, 0.2% hits; inhibition, % at 10 µM; P00748; purified human FXIIa, AMC substrate fluorescence, 2 h; in the data active means inhibition above about 30%;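 further: 0% = enzyme with vehicle only and 100% = no enzyme blank; many of its hits are not listed in these tables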
Target sequence (P00748 20-372 limits assumed): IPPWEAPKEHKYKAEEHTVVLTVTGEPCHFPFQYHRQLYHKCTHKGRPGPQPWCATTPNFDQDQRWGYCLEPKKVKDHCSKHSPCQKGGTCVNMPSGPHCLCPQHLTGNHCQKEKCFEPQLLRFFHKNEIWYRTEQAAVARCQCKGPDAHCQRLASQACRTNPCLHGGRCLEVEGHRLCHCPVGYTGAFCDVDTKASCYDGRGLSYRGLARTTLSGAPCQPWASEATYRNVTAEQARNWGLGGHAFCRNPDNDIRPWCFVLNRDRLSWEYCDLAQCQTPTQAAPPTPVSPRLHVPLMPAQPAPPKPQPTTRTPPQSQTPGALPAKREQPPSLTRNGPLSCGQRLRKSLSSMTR
Target sequence (P00748 373-615 limits assumed): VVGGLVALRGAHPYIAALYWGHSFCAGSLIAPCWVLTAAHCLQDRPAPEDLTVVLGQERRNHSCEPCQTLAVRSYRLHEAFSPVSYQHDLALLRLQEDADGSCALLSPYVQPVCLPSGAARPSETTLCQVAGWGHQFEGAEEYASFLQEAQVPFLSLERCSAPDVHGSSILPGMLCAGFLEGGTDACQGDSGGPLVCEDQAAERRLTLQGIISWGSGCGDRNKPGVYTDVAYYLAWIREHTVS
FXIa single inh – blocks human coagulation factor XIa activity; inhibition, % at 10 µM; 33,000 compounds, 0.3% hits; P03951; purified human FXIa, fluorogenic AMC substrate cleavage; AID 687;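 active means inhibition above 40% in the primary screen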;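 further: 0% = enzyme without compound and 100% = blank wells lacking enzyme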
Numbers without * were called inactive.

Structure,FXIa single inh,FXIIa inh
COCC(C)n1c(C)cc(C(=O)COC(=O)c2nc3nc(C)cc(C)n3n2)c1C (stereo unspecified),9,18
Nc1nc(Cl)nc2c1ncn2[C@H]1C[C@H](O)[C@@H](CO)O1,4,-3
COc1ccc(C(=O)Nc2cccnc2)cc1C(=O)Nc1cccnc1,0,4
CCOc1ccc(N(CC(=O)NCC(C)C)S(C)(=O)=O)cc1,1,9
CN(c1cccc(NC(=O)COc2ccc(Cl)cc2Cl)c1)S(C)(=O)=O,0,4
O=C(CCS(=O)(=O)c1cccc2nsnc12)NCc1ccccc1Cl,-7,8
COc1ccccc1CN1C(=O)[C@@H]2C(CCC(N)=O)NC3(C(=O)Nc4c3ccc(Cl)c4C)[C@@H]2C1=O (stereo partly specified),4,4
CCCCOc1cc(C)nc(NCc2ccccc2)n1,0,7
N#Cc1nc(-c2cccs2)oc1NCc1ccccc1Cl,-9,-7
O=C(Nc1cccnc1)C1OCCc2ccccc21 (stereo unspecified),1,7
Cc1noc2ncnc(Sc3c(Cl)cccc3Cl)c12,0,-6
O=C(Cn1cnc2ccccc2c1=O)c1ccc2ccccc2c1,-4,5
CCCC(C1=C(O)CC(C)(C)CC1=O)C1C(=O)CC(C)(C)CC1=O (stereo unspecified),4,9
COC(=O)c1ccc2c(c1)N(C)C(=O)CS2,6,6
COc1ccc(NC(=O)C2CCC(N3C(=O)C4C5C=CC(C5)C4C3=O)CC2)cc1 (stereo unspecified),-2,2
O=C(Nc1nnc(CC(c2ccccc2)c2ccccc2)s1)c1ccco1,7,8
C/C(N)=C(/C#N)C(=O)COC(=O)C1CCC(C(C)(C)C)CC1 (stereo unspecified),-5,6
O=[N+]([O-])c1ccc(-c2csc3[n+]2CCS3)cc1,0,1
CCC(C)N1C(=O)CCC1C(=O)N1CCN(c2ccccc2F)CC1 (stereo unspecified),7,4
CC1CCN(CCCCOc2ccc(C(=O)c3ccccc3)cc2)CC1,-3,-2
CC1CC(C)CN(C(=O)c2ccncc2)C1 (stereo unspecified),4,8
O=C(OCC1CC(c2ccccn2)=NO1)c1ccc(Br)cc1 (stereo unspecified),2,1
Cc1onc(-c2c(F)cccc2Cl)c1C(=O)Nc1sc2c(c1C#N)CCC(C(C)(C)C)C2 (stereo unspecified),-4,7
O=C(Nc1ccccn1)NC1CCCCC1,-8,16
Cn1cnnc1SCC(=O)Nc1ccccc1C(=O)NC1CCCC1,-8,5

Other results
Structure,FXIa single inh,FXIIa inh
COc1ccc(NC(=O)c2ccc(CNc3c(NC4CCCCC4)c(=O)c3=O)cc2)cc1OC,1,9
O=S(=O)(c1ccc(Cl)nc1)N1CCN(Cc2ccc3c(c2)OCO3)CC1,21,-16
COc1ccc(-c2csc(NC(=O)c3cc(C)on3)c2C#N)cc1OC,-1,10
O=C(N/N=C/c1ccc(OCc2ccccc2)cc1)c1cccs1,-9,6
CC(=NCc1ccncc1)C1=C(O)c2ccccc2C1=O,-3,-7
C=CCn1c(SCC(N)=O)nnc1-c1cccc(Br)c1,-1,6
COc1ccc(S(=O)(=O)N(C)Cc2cccs2)cc1Br,22,-16
CCOC(=O)c1c(C)n(O)c2ccc(Cl)cc2c1=O,-1,-2
Cc1nn(C)c(C)c1CN(C)S(=O)(=O)c1ccc2ccccc2c1,1,11
CCc1ccc(NC(=O)N(Cc2ccco2)C(C)c2cccs2)cc1 (stereo unspecified),-5,2
COc1ccc(CCNC(=O)c2cc(CC(C)C)on2)cc1OC,1,3
Cc1ccc2[nH]cc(C(=O)CN3CCN(c4ccccc4F)CC3)c2c1,-2,2
Cc1ccc(SCCC(=O)OCC(=O)Nc2ncc(Cl)cc2Cl)cc1,-5,3
O=C(NCc1cccnc1)c1cc2ccccc2oc1=O,0,-7
CC(Sc1cnc2ccccc2n1)C(=O)O (stereo unspecified),11,4
Fc1ccc(C2NCCn3cccc32)cc1 (stereo unspecified),6,13
O=C(CS(=O)(=O)c1ccccc1)c1ccc2c(c1)OCCO2,-6,5
COc1cccc(NC(=O)c2ccc(NC(C)=O)cc2)c1,7,7
Cc1ccc(-n2[nH]c(C)c(C=Nc3cc(C)ccn3)c2=O)cc1,-1,10
COc1ccccc1CN1CCN(S(=O)(=O)c2ccccc2)CC1,-6,15
Cc1nc2nc(-c3ccc(Cl)cc3)[nH]n2c(=O)c1Cc1ccccc1,0,5
CCOc1cc(C2C(C(=O)c3ccc(C)o3)=C(O)C(=O)N2CCc2ccccc2)ccc1O (stereo unspecified),6,1
CCn1c(=O)n(CC)c2cc(S(=O)(=O)N3CCCCC3)c(C)cc21,-5,2
CCCC(=O)C1CCN(Cc2ccccc2)CC1,10,3
CCc1c(C)nc2ncnn2c1Nc1ccc(C(C)=O)cc1,27,-15

Further results.
Structure,FXIa single inh,FXIIa inh
CC1(C)CC(=O)c2cc(C(=O)NCc3ccco3)c(=O)n(-c3ccccc3)c2C1,0,3
COc1ccc(NC(=S)N/C(=N/CS(=O)(=O)c2ccccc2)c2ccccc2)cc1,8,6
c1ccc(Cn2nnc3c(NCCN4CCOCC4)ncnc32)cc1,-5,3
COC(=O)c1coc(-c2ccc(OC)cc2)c1C(=O)OC,13,4
COc1ccc(Nc2nc(N)nc(CSc3nccc(C)n3)n2)cc1,-7,8
COc1cc(C(=O)N2CCN(C(=O)c3ccco3)CC2)cc(OC)c1OC,8,6
COc1ccc(NC(=O)CN2C(=O)c3cccc4cccc2c34)c(OC)c1,1,2
Cc1ccccc1OCC(O)Cn1c(NCc2ccccc2)nc2c1c(=O)[nH]c(=O)n2C (stereo unspecified),-1,2
COC(=O)c1sc(NC(=O)CC(C)C)c(C(=O)OC)c1C,43*,6
Clc1ccc(OCCn2ccnc2)c(Cl)c1,-3,10
COc1ccc(CN2CCn3ncc(C(=O)Nc4cccc(C)c4)c3C2=O)cc1,4,2
CCOc1ccc(C(C)(C)C)cc1S(=O)(=O)n1nc(C)cc1C,-5,1
COC(=O)NC(Nc1sc2c(c1C(N)=O)CCCC2)(C(=O)OC)C(F)(F)F (stereo unspecified),-1,-15
Cc1cnc(C(=O)Nc2ccc(F)cc2)cn1,-1,5
CCSc1nnc(NC(=O)C2CCCCC2)s1,2,-5
CCN(CC)CCCN1C(=O)C(=O)/C(=C(/O)c2cnn(-c3ccccc3)c2C)C1c1ccncc1 (stereo unspecified),1,12
COc1ccc(CNc2nc3nc4c(c(=O)n3[nH]2)CCC4)cc1,5,3
Cc1ccc(NC(=O)c2cccs2)cc1,-8,9
COc1ccc(Cc2nc(C(=O)Nc3ccc(F)cc3)cs2)cc1,10,8
CCOc1ccc(C(=O)NCC(=O)OCC(=O)Nc2ccccc2OC)cc1,6,19
Cc1cc(OCC(=O)Nc2ccncc2)cc(C)c1Br,9,6
Cc1cnc(NC(=O)CSc2ccc(Cl)cc2)s1,-4,5
CC(=O)c1cnc(N(C)C)s1,-2,6
CC(=O)N1CCN(c2ccccc2NC(=O)COc2ccc(Br)cc2)CC1,0,-2
CCOC(=O)c1c(C)[nH]c(C(=O)OCC(=O)NC2CCS(=O)(=O)C2)c1C (stereo unspecified),-10,-5

Other results follow:
Structure,FXIa single inh,FXIIa inh
COc1ccc(-c2nnc(SCc3cccc(C#N)c3)o2)cc1,5,3
Cn1c(=O)c2c(nc(NCCO)n2C)n(C)c1=O,-2,4
COc1ccc(Cn2c(C)c(C)c(C#N)c2NC(=O)Nc2ccccc2)cc1,-16,-13
CC(=O)Nc1sc2c(c1C(N)=O)CCC2,0,0
O=[N+]([O-])c1ccc(N2CCN(c3nc(-c4ccc(Cl)cc4)cs3)CC2)cc1,17,-11
CCOc1ccc(OCCSc2nc3ccccc3[nH]2)cc1,1,5
CCCn1c(SCC(=O)Nc2nnc(C(C)C)s2)nc2c1c(=O)n(C)c(=O)n2C,-2,4
CCNC(=O)NC1(C(=O)Nc2ccc3c(c2)OCCO3)CCCCC1,-3,5
CC1(C)C(=O)OC(c2ccccc2)C2(CCCC2)C1=O (stereo unspecified),3,1
COc1ccc(Nc2nc(N3CCCC3)nc3ccccc23)c(OC)c1,-3,0
Cc1nc2cc(-c3cccc(Cl)c3)nn2c(N2CCN(C(=O)c3ccco3)CC2)c1C,-3,4
O=c1nc2sc3ccccc3n2c(=O)n1-c1cccc(Cl)c1,2,7
CC(=O)Nn1cnc2c(c1=O)C1(CCCC1)Cc1ccccc1-2,0,5
CCOC(=O)c1c(N)sc2c1CCSC2,-10,5
COc1ccc(NC(=S)NC(NC(=O)c2ccc(Cl)cc2Cl)C(Cl)(Cl)Cl)c([N+](=O)[O-])c1 (stereo unspecified),0,7
CN1CCN(C(=O)CN2C(=O)CC(C)(C)S(=O)(=O)c3ccccc32)CC1,1,-9
CCC(CC)C(=O)Nc1cccc(S(=O)(=O)c2cccc(NC(=O)C(CC)CC)c2)c1,-2,10
CCOC(=O)NC(c1cccc(Cl)c1)C1CCCCCC1=O (stereo unspecified),-5,-1
N/C(=N\OC(=O)c1cccc(Cl)c1)c1cccnc1,5,9
CCCSc1nc(O)c(C2OC(=O)c3c2ccc(OC)c3OC)c(=O)n1C (stereo unspecified),-2,8
CCOc1ccc(CCNC(=O)c2cccc(N3CCCC3=O)c2)cc1OCC,-3,6
O=S(=O)(NCCn1ccc2ccccc21)c1ccccc1,4,5
Cc1ccc(-n2c(CCC(=O)O)ccc2-c2cccs2)cc1C,-7,8
COc1ccc(NC(=O)C2CCN(c3nnnn3-c3ccccc3)CC2)cc1,3,4
O=C(/C=C/c1ccccc1)N1CCN(Cc2nc3ccccc3c(=O)[nH]2)CC1,5,10

Going on with the list.
Structure,FXIa single inh,FXIIa inh
COc1ccc(C)cc1NS(=O)(=O)c1ccc(Br)s1,-5,7
Cc1cc2c(C)c(C)c(=O)[nH]c2cc1N,-20,-33
CC1CNCCN1S(=O)(=O)c1cccc2cnccc12 (stereo unspecified),10,11
CC(=O)N=c1sc(S(N)(=O)=O)nn1C,8,5
Cc1ccc(NC(=O)Cc2nnc(SCC(=O)c3ccc(Br)cc3)n2C)cc1Cl,6,2
Nc1nc(-c2ccc(Cl)cc2)cn1N,-11,-12
CCC1(CC)Cc2ccccc2C(Nc2c(C)n(C)n(-c3ccccc3)c2=O)=N1,9,6
CC(C)(C)c1ccc(O)c(/C=N\O)c1,-10,-10
CCOc1cccc(N2C(=O)CC(N3CCN(c4ccc(S(=O)(=O)CC)cc4)CC3)C2=O)c1 (stereo unspecified),-8,-2
CC(=O)NC(Cc1ccccc1)C(=O)N1CCN(C(=O)c2cccs2)CC1 (stereo unspecified),3,5
O=C(Nc1ccc2nc(-c3ccc4nc[nH]c4c3)[nH]c2c1)c1cccs1,10,8
O=C(NCc1nc2ccccc2[nH]1)c1cccc(S(=O)(=O)N2CCCC2)c1,-7,5
CCOc1cc(C(c2c(C)[nH][nH]c2=O)c2c(C)[nH][nH]c2=O)ccc1OS(=O)(=O)c1ccc(C)cc1,6,10
OC(COCc1ccc2c(c1)OCO2)CN1CCN(Cc2ccccc2)CC1 (stereo unspecified),-4,10
Cc1cc(N2CCCCC2)nc2ccc(NC(=O)c3ccc(Br)o3)cc12,7,6
CC(C)NCC(=O)NC12CC3CC(CC(C3)C1)C2,1,3
CC(C)NC(=O)c1ccc2c(c1)S(=O)(=O)c1ccccc1C2=O,-7,8
O=C(NCc1ccccc1)C(c1ccc(F)cc1)N(Cc1ccc2c(c1)OCO2)C(=O)Cn1nnc(-c2cccs2)n1 (stereo unspecified),-5,2
CCOC(=O)C1CCN(C(=O)Cc2c(F)cccc2Cl)CC1,-3,1
Cc1ccc2[nH]c(=O)c(CN(CCO)C(=O)NCc3ccccc3)cc2c1,0,7
COC(=O)c1[nH]c2cccc(OC)c2c1NC(=O)CN1CC(C)OC(C)C1 (stereo unspecified),26,-15
COc1cc(NC(=O)Cn2nc(Cc3cccnc3)c3ccccc3c2=O)cc(OC)c1OC,2,6
CC1(C)Cn2c(nnc2-c2ccccc2)S1,9,4
CCc1nc2scc(-c3ccccc3)c2c(=O)n1N,0,11
Cc1c(NC(=O)C2CCCN2S(=O)(=O)c2cccc3nsnc23)cccc1C(=O)O (stereo unspecified),11,7
Cc1onc(-c2ccccc2Cl)c1C(=O)Nc1ccccc1,-14,5

Quoted at random: 5 compounds from above, in no set order.
Structure,FXIa single inh,FXIIa inh
CC(C)(C)c1ccc(O)c(/C=N\O)c1,-10,-10
Cc1cc(N2CCCCC2)nc2ccc(NC(=O)c3ccc(Br)o3)cc12,7,6
OC(COCc1ccc2c(c1)OCO2)CN1CCN(Cc2ccccc2)CC1 (stereo unspecified),-4,10
CCc1nc2scc(-c3ccccc3)c2c(=O)n1N,0,11
Cc1onc(-c2ccccc2Cl)c1C(=O)Nc1ccccc1,-14,5

The list is partial; rates above refer to the full screens.
